# Screens: PubChem BioAssay, Sanford-Burnham Center for Chemical Genomics
# UBC13 polyUb: human UBC13 polyubiquitination inhibition; P61088; UBC13 polyubiquitin chain formation, TR-FRET; inhibition, % at 20 µM; actives 0.47% (n = 330,000); in the data active = inhibition above about 45%, passing the limit was not always enough
# Target sequence (P61088 whole entry, looked up): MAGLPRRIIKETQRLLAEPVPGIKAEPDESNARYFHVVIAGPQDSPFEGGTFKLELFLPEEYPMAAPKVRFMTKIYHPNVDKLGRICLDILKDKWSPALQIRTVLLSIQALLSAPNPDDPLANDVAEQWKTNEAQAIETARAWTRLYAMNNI
# Gli-Sufu antag: Gli-Sufu pathway antagonism | Sufu-KO-LIGHT fibroblasts, Gli luciferase reporter luminescence | inhibition, % at 5 µM | actives 0.74% (n = 340,000) | AID 588413;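 active = inhibition above about 55%, limit read from the data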;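 note: 0% = DMSO-treated cells and 100% = wells with medium but no cells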
# 697 NFkB inh: lowers PMA/ionomycin-induced NF-kB signal in 697 B cells. inhibition, % at 4 µM. 697 B-cell NF-kB luciferase reporter, 16 h. actives 0.33% (n = 330,000). AID 435022; in the data active = inhibition above about 35%
# Jurkat NFkB inh: inhibitors of the PMA/ionomycin-induced NF-kB reporter in Jurkat cells. inhibition, % at 4 µM. PMA/ionomycin-induced NF-kB luciferase reporter, luminescence. actives 0.53% (n = 330,000). AID 435003
# EBI2 antag: antagonists of human EBI2 receptor; P32249; EBI2 beta-arrestin recruitment, luminescence, 7a,25-OHC stimulated; inhibition, % at 5 µM; actives 0.81% (n = 360,000); AID 651636; in the data active = inhibition above about 38%;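 note: enzyme fragment complementation signal reports receptor beta-arrestin coupling in cells; 0% = agonist plus DMSO wells and 100% = wells without agonist; some results beyond the cut were filed as inactive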
# Target sequence (P32249 whole entry, looked up, the tested form may be a part): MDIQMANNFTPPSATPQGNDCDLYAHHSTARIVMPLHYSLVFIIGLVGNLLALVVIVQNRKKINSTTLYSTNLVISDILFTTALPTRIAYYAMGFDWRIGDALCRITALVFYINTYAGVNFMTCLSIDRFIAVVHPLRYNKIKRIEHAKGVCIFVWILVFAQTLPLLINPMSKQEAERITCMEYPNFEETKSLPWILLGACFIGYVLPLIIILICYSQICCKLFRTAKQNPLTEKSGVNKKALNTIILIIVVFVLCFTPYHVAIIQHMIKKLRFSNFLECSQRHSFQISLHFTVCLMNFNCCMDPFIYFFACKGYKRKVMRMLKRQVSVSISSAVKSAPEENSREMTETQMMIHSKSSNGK
# Apaf-1 inh: human Apaf-1 inhibition. O14727. reconstituted apoptosome caspase-3 activity, DEVD-Rh110 fluorescence. inhibition, % at 20 µM. actives 0.71% (n = 330,000); active = inhibition of at least 40% at 20 µM;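 note: plate controls were DMSO wells for no effect and DEVD-CHO caspase inhibitor wells for full effect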
#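 System: Apoptosome proteins | Medium: Hepes pH 7.5 with detergent and BSA | Also added: Cytochrome c trigger plus (Z-DEVD)2-Rh110 caspase-3 substrate | Incubation: 30 min compound preincubation, 50 min activation, room temperature | Detection: Rhodamine 110 fluorescence at Ex 480/Em 540 nm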
# CCR6 antag: antagonists of human CCR6 receptor | inhibition, % at 20 µM | CHO-K1 CCR6 PathHunter beta-arrestin, luminescence, CCL20-stimulated | P51684 | actives 0.49% (n = 340,000);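 active = compounds whose inhibition of the agonist-driven luminescence signal at 20 µM reaches about 50%, limit read from the data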;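 note: cells stimulated with CCL20 at 14 nM final; plate controls were DMSO with CCL20 for no effect and DMSO without agonist for full effect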
# Target sequence (P51684 whole entry, looked up): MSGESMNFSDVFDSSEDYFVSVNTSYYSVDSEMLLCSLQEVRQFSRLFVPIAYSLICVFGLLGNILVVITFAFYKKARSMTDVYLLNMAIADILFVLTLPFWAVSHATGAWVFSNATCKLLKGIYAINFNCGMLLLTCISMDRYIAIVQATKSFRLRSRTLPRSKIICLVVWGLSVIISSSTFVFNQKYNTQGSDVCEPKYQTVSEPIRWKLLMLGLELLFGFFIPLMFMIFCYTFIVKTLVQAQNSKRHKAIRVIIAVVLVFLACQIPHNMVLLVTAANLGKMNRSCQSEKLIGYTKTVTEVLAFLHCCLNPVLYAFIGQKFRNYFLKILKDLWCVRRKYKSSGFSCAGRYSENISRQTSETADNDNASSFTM
# SENP8 inh: inhibitors of human SENP8 protease; inhibition, % at 10 µM; purified SENP8, Z-RLRGG-aminoluciferin cleavage, luminescence; actives 1.2% (n = 330,000)
# The depositor's hits bear a star; x = no result given. Cut-off read from the data, not from the text of the source, unless noted: active = inhibition above about 50%; inactive = the rest. An excerpt. The share of hits here may be higher or lower than overall.
SMILES	UBC13 polyUb	697 NFkB inh	Gli-Sufu antag	SENP8 inh	Jurkat NFkB inh	Apaf-1 inh	EBI2 antag	CCR6 antag
COc1ccc(-n2ncc3c2CC(C)(C)CC3NC(=O)c2ccc(OC)o2)cc1 (stereo unspecified)	2	-4	16	-4	8	7	1	10
COc1ccc(OC)c(-c2nc(C(=O)NC3CCN(Cc4ccccc4)CC3)cc3c2[nH]c2ccccc23)c1	14	-8	9	-6	4	38	22	9
CCOc1ccc(C(=O)Nc2c3c(nn2-c2cccc(C)c2C)CS(=O)C3)cc1 (stereo unspecified)	1	3	-1	-2	7	2	1	8
O=C(NCc1ccco1)c1ccc(OCC2CCCO2)cc1 (stereo unspecified)	-22	-23	-11	-10	-18	0	-18	-4
O=C(Nc1cccc(C(=O)Nc2ccc(Cl)cn2)c1)c1ccccc1	-6	-15	-7	-4	-17	1	-8	10
CCCCNC(=O)Nc1ccc(Br)cn1	6	-7	-2	-9	-43	18	-6	8
O=C(CSc1cccc2cccnc12)OCC(=O)c1ccccc1	9	-4	-3	-10	-3	9	-8	9
Cc1ccc(OC(=O)CCNC(=O)c2ccccc2Cl)c(Br)c1	-5	-9	3	1	10	11	-5	9
Cn1nc(C(=O)NNC(=O)COc2ccccc2)c2ccccc2c1=O	11	9	-1	0	13	-1	-9	7
Cc1cc2c(c(=O)n1Cc1ccco1)C(c1cccnc1)C(C#N)=C(N)O2 (stereo unspecified)	-7	20	6	2	-7	19	2	11
Cc1cc(C)nc(NS(=O)(=O)c2ccc(NC(=O)Cn3c(=O)oc4ccccc43)cc2)n1	-25	-19	2	-10	0	-1	-7	-1
COCCNc1nc2ccccc2n2cnnc12	4	10	4	1	1	-3	-7	-4
Cc1cc(C)cc(-n2ncc3c2CCCC3NC(=O)C2(C(N)=O)CC2)c1 (stereo unspecified)	-4	-40	8	-11	17	-3	0	13
Clc1ccc(-c2nnc3ccccn23)cc1	4	12	-4	4	7	-1	4	-12
Fc1ccc(Cn2c(-c3cscn3)nc3ccccc32)c(Cl)c1	9	0	-10	3	-1	18	15	-7
CC(C)N1CCC(N2CCN(Cc3cc(F)ccc3-n3cccn3)CC2CCO)CC1 (stereo unspecified)	-4	3	11	-6	-18	-2	-6	6
CC(NC(=O)COc1ccccc1)C(=O)NCc1ccccc1Cl (stereo unspecified)	0	-6	0	4	9	-5	-4	4
CCN1CCCC1CNC(=O)C(=O)NCc1ccccc1 (stereo unspecified)	-12	7	7	0	1	-6	2	-7
CN(CCN1CCOCC1)C(=O)CC1C(=O)NCCN1Cc1ccccc1C(F)(F)F (stereo unspecified)	-5	-1	41	-7	1	6	-8	2
CCc1ccc(OCC(=O)NNC(=O)c2cc(S(=O)(=O)N3CCOCC3)ccc2N2CCCC2)cc1	5	17	0	10	-1	0	9	9
Cc1csc(NC(=O)C(NC(=O)c2ccccc2F)C(C)C)n1 (stereo unspecified)	-1	0	-1	-5	10	4	-8	-5
Cc1ccc2c(c1C)NC(C)CC2C (stereo unspecified)	2	18	-5	4	11	1	3	-2
O=C(COC(=O)c1cc([N+](=O)[O-])ccc1N1CCOCC1)c1ccc(Br)cc1	-16	-16	9	-7	13	21	11	25
COc1ccc(-c2nnc(SC(C(=O)c3c[nH]c4ccccc34)c3ccccc3)n2N)cc1OC (stereo unspecified)	0	2	10	-4	6	5	13	12
CCc1nnc(NC(=O)CSc2nnc(-c3cc4ccccc4cc3O)n2CCOC)s1	-1	8	10	-5	6	4	-11	-6
Cc1ccccc1CN1C(=O)[C@@H]2Cc3c([nH]c4ccccc34)C(C)(C)N2C1=O	10	-6	-1	5	22	9	34	0
COc1ccc(S(=O)(=O)N2CCN(C(=O)NCc3ccc(C)cc3)CC2)cc1	5	7	6	-4	6	4	77*	2
Cn1c(N)c(N2CCN(c3ccccc3)CC2)c(=O)[nH]c1=O	-2	19	-2	-8	1	-1	1	-3
CCOc1ccc(/C=N/NC(=O)Cc2cccs2)cc1	6	-15	-22	-5	-44	-5	12	4
Cc1ccc(C(=O)O)cc1N1C(=O)c2cccc3c([N+](=O)[O-])ccc(c23)C1=O	-33	12	-9	-2	10	10	0	24
Cc1ccsc1C(=O)OCc1nc2ccccc2c(=O)[nH]1	8	4	-20	-5	-7	-8	-7	7
CC(=O)c1cccc(NCC(=O)Nc2cc(S(=O)(=O)N3CCCCC3)ccc2C)c1	10	-8	5	-3	11	0	6	14
O=[N+]([O-])c1ccc(-c2cnc3ccccc3n2)cc1	-4	-71	-64	33	-60	9	8	-1
O=Cc1cccn1Cc1ccccc1[N+](=O)[O-]	-9	-3	-6	2	-7	-9	-4	3
Cc1ccc(S(=O)(=O)N2CCN(C(=O)COC(=O)CCOc3ccc(C(C)(C)C)cc3)CC2)cc1	-7	-20	-10	14	-5	15	-14	16
CCCc1ccc(C(=O)Cn2nc(C(=O)O)c3ccccc3c2=O)cc1	-6	-27	-14	-1	-2	11	5	10
Cc1ccc(CCNC(=O)C2CC(c3ccc(C(F)(F)F)cc3)=NO2)cc1 (stereo unspecified)	-8	1	-9	-7	-11	-3	2	5
COC(=O)c1c(C)[nH]c(C(=O)OCC(=O)N2c3ccccc3NC(=O)C2(C)C)c1C	7	20	-7	0	4	4	-2	-7
CNC(=S)Nc1cc(C(F)(F)F)ccc1Cl	-2	-16	1	-7	-18	7	-7	-9
CCOC(=O)C1CCN(c2cc3c(cc2NC(=O)c2ccccc2Cl)n(C)c(=O)n3C)CC1	10	-4	18	-3	-3	21	-7	0
O=C(CCC(=O)c1cccs1)Nc1nc2ccccc2s1	16	-9	-3	-10	-13	-15	1	11
Cc1ccc2c(c1)N1C(=O)c3ccccc3C1C1=C(CC(C)(C)CC1=O)N2 (stereo unspecified)	-23	-47	14	-2	-24	26	2	12
Cc1ccc(NC(=O)C2CCN(S(C)(=O)=O)CC2)c(C)c1	1	9	-7	-4	-2	-6	1	-8
CCN(Cc1ccncc1)Cc1ccc(OC)c(OC)c1	6	0	1	-11	-13	-4	-1	5
O=C(NCC(=O)N(c1ccc(F)cc1)C(C(=O)NC1CCCCC1)c1ccncc1)c1ccco1 (stereo unspecified)	-4	15	-2	-6	15	-9	6	-3
O=S(=O)(c1cccc(F)c1)N1CCN(C(=S)NCc2ccccc2)CC1	-4	19	-5	-1	3	6	-3	-5
O=C(COc1ccccc1Br)N1CCNC1=O	-10	-27	4	-11	-33	14	7	1
CCOc1ccccc1NC(=O)COC(=O)c1nc2nccc(C)n2n1	12	6	4	1	9	-8	2	2
O=c1cc(NC2CCCCCC2)[nH]c(=O)[nH]1	-9	-2	6	-5	-15	10	0	11
COc1ccc(CCNC(=O)Cc2nn(C)c(=O)c3ccccc23)cc1OC	7	-11	5	-2	6	2	-9	-15
CCOC(=O)C1(Cc2cccc(Cl)c2)CCCN(C(=O)c2cn[nH]c2)C1 (stereo unspecified)	-4	-19	2	-5	-11	-2	-19	17
Cc1nn(C)c(C(=O)NC(=S)Nc2ccccc2O)c1Cl	-3	-19	5	-3	-11	0	1	50*
N#Cc1c(-c2cccs2)cc(C2CC2)nc1SCC(N)=O	4	-57	-4	-3	-20	3	1	-9
Cc1cc(NC(=O)COC(=O)c2cccc(S(=O)(=O)N3CCOCC3)c2)no1	-12	-22	-2	-3	0	8	-2	1
CCc1ccc(OCc2nnc(SCCN3CCOCC3)n2C)cc1	-36	-5	-2	-4	6	1	10	4
Cc1ccc(CNS(=O)(=O)c2c(C)[nH]c(=O)[nH]c2=O)cc1	4	3	-3	-2	-5	2	-19	12
N#Cc1sc2nc(-c3cccs3)cc(-c3ccc(F)cc3)c2c1N	59*	5	7	-2	1	16	-16	13
COc1cccc(/C=N/NC(=O)C(=O)NCc2cccnc2)c1	-6	-13	5	-5	5	-3	-1	-16
O=C(COc1ccc(Cl)cc1)N1CCN(c2ncccn2)CC1	-5	-2	0	-10	-6	5	73*	-14
O=C(N/N=C1\SCC(=O)N1CCc1ccccc1)c1cccs1	5	-2	3	-4	-11	-1	0	5

# The list goes on:
SMILES	UBC13 polyUb	697 NFkB inh	Gli-Sufu antag	SENP8 inh	Jurkat NFkB inh	Apaf-1 inh	EBI2 antag	CCR6 antag
CCOC(=O)c1c(C)[nH]c(C)c1S(=O)(=O)N(C)CC(=O)NCc1cccc(C)c1	-4	-5	51	2	9	10	4	-5
O=C(Nc1ccc(C(=O)NC2CCCCC2)cc1)c1cccnc1	-4	-19	55*	-8	-6	-7	1	7
COc1ccc(S(=O)(=O)NCC2CCCN(C(=O)c3cccs3)C2)cc1 (stereo unspecified)	-7	9	3	-11	1	-1	2	12
O=[N+]([O-])c1cc(/C=N/n2cnnc2)ccc1N1CCCC1	-74	-14	-4	-5	-13	8	-5	4
COCCN(C(=O)COC(=O)Cc1cccc(OC)c1)c1c(N)n(CC(C)C)c(=O)[nH]c1=O	-2	2	-1	-11	2	1	-7	4
c1ccc2c(N3CCOCC3)nc(-c3ccncc3)nc2c1	-3	14	-17	-7	-2	3	6	-4
COc1cc(C)ccc1S(=O)(=O)NC1CC(C)(C)NC(C)(C)C1	-5	-4	15	-6	-20	0	6	15
Cn1c(CC(=O)Nc2ccccc2)nnc1SCC(=O)c1ccccc1	3	-4	0	2	10	-10	-3	1
CN(C)/C=C/C(=O)c1cc(F)cc(C(F)(F)F)c1	-8	-5	4	1	6	-4	-10	4
COc1cc(/C=N/NC(=O)c2ccccn2)ccc1OC(=O)c1ccccc1Br	0	-82	-25	1	-14	13	-55	12
Cc1ccc(NC(=O)c2cccc3c2C(=O)N(C2CCCCC2)C3)cc1	-4	8	4	4	-8	21	10	8
COc1ccc(C2C(C#N)=C(N)OC3=C2C(=O)CC(C)(C)C3)c(OC)c1OC (stereo unspecified)	-4	5	4	-5	-2	-5	-1	-13
COc1ccc(/C(N)=N/OC(=O)c2ccc(C)c([N+](=O)[O-])c2)cc1OC	11	-26	-104	-12	-33	-5	-4	-14
CCOc1ccc(C2C(C#N)=C(N)N(N(C)C)C3=C2C(=O)CC(C)(C)C3)cc1 (stereo unspecified)	3	11	23	4	5	5	-10	9
O=C1Nc2ccccc2S/C1=C\C(=O)N1CCCC1	6	7	x	0	-2	-8	x	x
CCOC(=O)c1ccc(NC(=O)CN(C)S(=O)(=O)c2ccc(OC)cc2)cc1	4	28	40	3	1	-12	6	13
COc1cc2c(cc1OC)C(c1cccc(C)c1)CC(=O)N2 (stereo unspecified)	-10	-34	-8	-5	-6	-2	5	-3
O=C(COc1ccccc1Cl)NCCCNC(=O)c1cnccn1	-3	-8	18	-8	-15	0	8	10
CN(C(=O)Cn1nnc(-c2cccnc2)n1)C1CCCCC1	5	18	-4	-1	-6	-20	x	10
Nc1nc(Nc2cccc(Cl)c2)n[nH]1	2	5	0	-6	10	-2	3	2
Cc1nc2ccc(NC(=O)CCS(=O)(=O)c3ccc(Cl)cc3)cc2s1	-1	-9	15	1	0	5	2	13

# 3 compounds already listed, sorted by heavy-atom count, lowest first.
SMILES	UBC13 polyUb	697 NFkB inh	Gli-Sufu antag	SENP8 inh	Jurkat NFkB inh	Apaf-1 inh	EBI2 antag	CCR6 antag
Cc1nc2ccc(NC(=O)CCS(=O)(=O)c3ccc(Cl)cc3)cc2s1	-1	-9	15	1	0	5	2	13
COc1ccc(/C(N)=N/OC(=O)c2ccc(C)c([N+](=O)[O-])c2)cc1OC	11	-26	-104	-12	-33	-5	-4	-14
COCCN(C(=O)COC(=O)Cc1cccc(OC)c1)c1c(N)n(CC(C)C)c(=O)[nH]c1=O	-2	2	-1	-11	2	1	-7	4

# Part of the list above, set out differently.
# Under each structure – UBC13 polyUb, 697 NFkB inh, Gli-Sufu antag, SENP8 inh, Jurkat NFkB inh, Apaf-1 inh, EBI2 antag, CCR6 antag
Cc1ccc(NC(=O)c2cccc3c2C(=O)N(C2CCCCC2)C3)cc1
 : -4, 8, 4, 4, -8, 21, 10, 8
COc1ccc(C2C(C#N)=C(N)OC3=C2C(=O)CC(C)(C)C3)c(OC)c1OC (stereo unspecified)
 : -4, 5, 4, -5, -2, -5, -1, -13
